From PubChem
STK33 kinase inh: human STK33 kinase inhibition | Q9BYT3 | purified STK33, MBP phosphorylation, ADP-Glo luminescence | inhibition, % at 10 µM | 0.073% of 320,000 active;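 active = inhibition at or above 25%, using the most active replicate where run in duplicate; inactive = inhibition below 25%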
Target sequence (Q9BYT3 whole entry, looked up): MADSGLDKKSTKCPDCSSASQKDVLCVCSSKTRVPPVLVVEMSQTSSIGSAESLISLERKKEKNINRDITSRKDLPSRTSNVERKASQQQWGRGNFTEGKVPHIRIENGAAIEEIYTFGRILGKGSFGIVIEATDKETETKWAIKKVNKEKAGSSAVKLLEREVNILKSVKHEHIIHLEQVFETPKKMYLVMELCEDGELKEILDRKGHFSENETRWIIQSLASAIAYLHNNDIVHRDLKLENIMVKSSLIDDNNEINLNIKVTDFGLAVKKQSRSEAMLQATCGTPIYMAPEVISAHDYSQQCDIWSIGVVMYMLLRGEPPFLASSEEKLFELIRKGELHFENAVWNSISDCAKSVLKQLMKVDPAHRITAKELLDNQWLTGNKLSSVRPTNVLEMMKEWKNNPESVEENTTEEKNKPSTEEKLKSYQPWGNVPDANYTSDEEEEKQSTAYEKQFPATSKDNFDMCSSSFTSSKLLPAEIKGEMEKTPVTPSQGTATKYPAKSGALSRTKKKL
OX1R antag-1: antagonists of human orexin 1 receptor (OX1R); OX1R-expressing cells, FRET antagonist read-out; inhibition, % at 6.6 µM; 1.8% of 330,000 active; AID 485270; in the data active = inhibition mostly above about 38%, no sharp cut-off; inactive = mostly below about 40%;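 note: 0% = agonist challenge alone and 100% = reference antagonist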
Target sequence (O43613 whole entry, looked up): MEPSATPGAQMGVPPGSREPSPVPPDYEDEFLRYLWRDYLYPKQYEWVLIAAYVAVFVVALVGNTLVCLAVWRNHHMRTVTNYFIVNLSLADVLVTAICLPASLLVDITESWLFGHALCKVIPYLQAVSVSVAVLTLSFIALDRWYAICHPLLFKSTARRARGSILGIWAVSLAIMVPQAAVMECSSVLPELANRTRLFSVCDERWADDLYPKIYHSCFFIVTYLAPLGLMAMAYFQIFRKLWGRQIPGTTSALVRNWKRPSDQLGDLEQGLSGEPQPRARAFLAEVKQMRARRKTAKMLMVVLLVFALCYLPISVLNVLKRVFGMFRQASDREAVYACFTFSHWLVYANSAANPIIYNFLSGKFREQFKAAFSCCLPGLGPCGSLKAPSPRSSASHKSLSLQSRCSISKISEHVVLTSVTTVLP
OX1R antag-2: antagonists of human orexin 1 receptor | O43613 | CHO/OX1R cells, Fluo-8 calcium fluorescence, orexin A | inhibition, % at 5 µM | 0.43% of 330,000 active | AID 434989;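 active = inhibition above its plate's threshold, mean inhibition of all tested compounds on the plate plus 3 SD, cut at about 37% in these data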;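 note: 0% = orexin A challenge wells and 100% = SB-334867-A antagonist wells; not every result past the cut was called active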
Active calls of the source: *; / = no result given.

STK33 kinase inh | OX1R antag-1 | OX1R antag-2 | structure
-0.4 | 80* | 39 | CCn1c(SCC(=O)c2ccc3ccccc3c2)nnc1-c1cccs1
0.4 | 23 | -18 | COCCn1c(=O)c2c(nc3n2CC(C)CN3Cc2ccccc2)n(C)c1=O (configuration not stated)
-0.2 | 15 | -6 | CC1CCN(c2c(NCC3CCC(C(=O)NCc4ccc(F)cc4)CC3)c(=O)c2=O)CC1 (configuration not stated)
-0.6 | 20 | -33 | Cc1onc(-c2ccccc2Cl)c1C(=O)Nc1sc2c(c1C(N)=O)CCC(C)C2 (configuration not stated)
-0.5 | -1 | 2 | COc1ccc(Cl)cc1NC(=O)CN(C)C(=O)c1ccc2n[nH]nc2c1
-1.1 | 4 | -22 | O=C(COC(=O)CCOc1ccccc1)NCCC1=CCCCC1
0.1 | 18 | -14 | Cn1c(=O)[nH]c(=O)c2c1nc1n2CCCS1
2.4 | 1 | -20 | O=C(Nc1ccc(Br)cc1)c1cnc[nH]1
-1.1 | 20 | -32 | C#CCN1C(C)=C(C(=O)OC)C(c2cccc([N+](=O)[O-])c2)C(C(=O)OCC)=C1C (configuration not stated)
-1.4 | -1 | -7 | COc1cc(C(=O)NCc2nnc(SCC(=O)N3CCCCCC3)o2)cc(OC)c1OC
-1.9 | 0 | -24 | CCOc1ccc2nc(N3CCC(C(=O)NC4CCCCC4)CC3)sc2c1
-1.4 | 29 | -8 | CC(=O)c1sc(NC(=O)c2ccc3c(c2)OCO3)nc1C
-0.5 | -4 | -2 | C#CCOCCOCCOCCNc1nc(N2CCN(C(=O)CCCCCCCCCCNC(=O)Cn3cc(C[C@@H](C)O)nn3)CC2)nc(N2CCN(C(=O)CCCCCCCCCCNC(=O)[C@@H](CCC(=O)O)n3cc(CCCCCN)nn3)CC2)n1
5.1 | 25 | -10 | COc1ccc(CC(NC(C)=O)C(=O)NC2CCN(C(=O)C3CCCCC3)CC2)c(OC)c1 (configuration not stated)
0.2 | 24 | 9 | Cc1ccc(C(=O)Nc2ccc3c(c2)OCO3)cc1S(=O)(=O)N1CCCC1

Record cards, as listed above. Screens in order: STK33 kinase inh, OX1R antag-1, OX1R antag-2
C#CCN1C(C)=C(C(=O)OC)C(c2cccc([N+](=O)[O-])c2)C(C(=O)OCC)=C1C (configuration not stated) as listed: -1.1, 20, -32
COc1ccc(Cl)cc1NC(=O)CN(C)C(=O)c1ccc2n[nH]nc2c1 as listed: -0.5, -1, 2

Further entries.
STK33 kinase inh | OX1R antag-1 | OX1R antag-2 | structure
-0.3 | 64* | -22 | CC(NC(=O)c1cc([N+](=O)[O-])cc([N+](=O)[O-])c1)c1ccc(-n2ccnc2)cc1 (configuration not stated)
-1.0 | 51 | 20 | O=C(CN1C(=O)S/C(=C\c2ccc(F)cc2)C1=O)Nc1cccc(S(=O)(=O)NCc2ccco2)c1
-1.7 | 12 | -5 | CCc1nnc(NS(=O)(=O)c2ccc(NC(=O)/C=C/C(=O)O)cc2)s1
-1.6 | 14 | -4 | CC(C)C(=O)Nc1ccc(C(=O)NCc2cccnc2)cc1
-1.9 | 3 | 3 | CC(=O)Nc1cccc(C(=O)N2CCC(n3nccc3NC(=O)CC(C)C)CC2)c1
0.1 | 4 | -13 | Cc1ccc(C)c(NC(=O)CN(C)C(=O)c2cc3ccccc3oc2=O)c1
1.9 | 5 | -28 | COc1ccc(C(=O)c2sc(Nc3ccccc3)nc2C)cc1
0.5 | 1 | -6 | Cc1ccc(Oc2nc3c(c(=O)n(Cc4ccccc4F)c(=O)n3C)n2C)cc1
-2.4 | 5 | -32 | Cc1c(C(=O)N(Cc2ccccc2Cl)C2CCS(=O)(=O)C2)oc2ccccc12 (configuration not stated)
-0.9 | 1 | -23 | Cc1nc2ccccn2c1CN(C)C(=O)C1CCC(=O)N(Cc2cccc(F)c2)C1 (configuration not stated)
0.5 | -5 | -7 | Cn1c(Cc2ccc(Cl)cc2)nnc1SCC(=O)NC1CC1
-0.3 | 3 | -14 | CC1C2CC(C(CN(C)C)/C2=N/O)C1(C)C (configuration not stated)
-0.8 | 17 | -21 | COc1cccc(C(=O)c2c[nH]c(C(=O)NCc3cccs3)c2)c1
-1.2 | 15 | -5 | COc1ccc(-c2cc(C(=O)N3CCC3)c3ccccc3n2)cc1OC
-1.0 | 7 | 3 | O=C(O)c1[nH]c2ccc(Cl)cc2c1CCN1C(=O)c2ccccc2C1=O
0.3 | 18 | -1 | O=C(Nc1nc2ccsc2c(=O)s1)c1ccco1
0.8 | 42 | -26 | O=C(OCC(=O)N1CCCc2ccccc21)c1ccccc1NCCO
-1.7 | 6 | -4 | N/C(=N\OS(=O)(=O)c1ccccc1)c1ccccn1
-1.1 | 20 | -1 | C=CC1=C(C(=O)O)N2C(=O)[C@@H](NC(=O)/C(=N/OCC(=O)O)c3csc(N)n3)[C@H]2SC1
0.5 | 17 | -38 | CCCCCCCCCCCCN1[C@@H](CC(C)=O)c2cc(C(F)(F)F)ccc2S1(=O)=O
-0.4 | 29 | -16 | CN(C)c1ccc(P(=O)(OC2CCCCC2)C(Nc2ccccc2)c2cccnc2)cc1 (configuration not stated)
-2.2 | 3 | -7 | Cc1ccc(-c2cc(-c3ccccc3Cl)[nH]n2)c(O)c1
-0.8 | 21 | -9 | CC1(C)SC2c3ccccc3C(=O)N2[C@@H]1C(=O)NC1CCCC1 (some centres not stated)
-3.8 | 4 | 6 | Cc1nnsc1C(=O)NC(=O)Nc1ccc(F)c(Cl)c1
-0.3 | 11 | -14 | CN(c1ccccc1)c1ccc(/C=C(\CCC(=O)O)c2nc3ccccc3s2)cc1[N+](=O)[O-]
-0.4 | 14 | -20 | CCOCCCNC(=O)C1CCCN1S(=O)(=O)c1ccc(Cl)cc1 (configuration not stated)
-3.0 | 1 | -30 | CC(=O)c1ccc2c(c1)OCCOCCOc1ccc(C(C)=O)cc1OCCOCCO2
-0.3 | 35 | -24 | Cc1occc1C(=O)N1CCC2(CCCN(Cc3ccc(F)c(F)c3)C2)C1 (configuration not stated)
-0.9 | 1 | -12 | O=C(NNC(=O)c1cnccc1C(F)(F)F)c1cccc(Cl)c1
0.4 | 0 | -2 | CC(=O)O[C@H]1C[C@@]2(O)[C@@H](OC(=O)c3ccccc3)C3[C@@](C)([C@@H](O)C[C@H]4OC[C@@]34OC(C)=O)[C@@H](O)[C@H](OC(C)=O)C(=C1C)C2(C)C (some centres not stated)
-0.9 | 28 | -30 | C=CCOC(=O)C1=C[C@H](c2coc3ccccc3c2=O)C[C@H](OCc2ccc(CO)cc2)O1
-0.3 | 8 | -14 | Cc1nc(Cl)sc1C(=O)Nc1cccc(Cl)c1C
0.1 | 4 | -12 | CCC(CO)Oc1cc(NC(=O)c2ccc(F)cc2)c2ncn(C(C)C)c2c1 (configuration not stated)
0.0 | 11 | -14 | O=c1ccc2ccccc2n1Cc1cccc(F)c1
0.8 | 6 | 1 | COC(=O)CCSCC(=O)Nc1nnc(C)s1
-1.3 | 15 | 2 | COc1ccc(OC)c(S(=O)(=O)N(C)CC(=O)N2CCN(c3cccc(Cl)c3)CC2)c1
-3.4 | 16 | -17 | O=C(Nc1ccc(N2CCN(C(=O)c3ccc(Cl)cc3)CC2)cc1)c1cccnc1
-1.8 | 7 | 6 | CC(CCc1ccccc1)NC(=O)C(=O)NCc1ccccc1 (configuration not stated)
-1.0 | 8 | -33 | CC1CCCCN1S(=O)(=O)c1ccc(C(=O)Nc2nnc(-c3ccco3)o2)cc1 (configuration not stated)
-0.8 | 18 | 15 | O=C1CS/C(=N/N=C/c2cccs2)N1Cc1ccc(F)cc1
0.9 | 20 | -14 | Cc1cc(C)nc(NS(=O)(=O)c2ccc(N/C=C\C(=O)c3cccs3)cc2)n1
/ | 1 | -16 | CCCn1c(SCC(=O)NC2CCCCC2)nnc1-c1ccccn1
-0.4 | 5 | -12 | COc1cc(OC)cc(-c2c(C#Cc3ccsc3)c3cc(-c4ccc5cc[nH]c5c4)ccc3n2C)c1
-2.2 | 15 | -12 | O=C(Cc1ccc(Cl)c(Cl)c1)OCC(=O)c1ccc[nH]1
1.7 | 8 | -18 | CN1CCN(c2ncnc3sc(-c4ccccc4)cc23)CC1
-1.3 | 11 | -5 | NC(=O)c1ccc(NC(=O)CCCN2C(=O)c3ccccc3C2=O)cc1
-0.6 | 17 | -24 | O=C1NCC(=O)N(Cc2ccccc2)/C1=C/c1ccccc1
0.2 | 13 | -19 | NNc1nc2ccccc2nc1C(F)(F)F
0.8 | 13 | -17 | O=C(CSc1nc2ccccc2o1)N1c2ccccc2Sc2ccc(C(F)(F)F)cc21
-0.3 | 12 | 10 | COc1ccc(C(=O)Nc2ccc(NC(=O)c3cccc(F)c3)cn2)cc1
-2.6 | 3 | -22 | Cc1ccc(OC(C)C(=O)N(Cc2cccs2)C2CCS(=O)(=O)C2)cc1C (configuration not stated)
-1.1 | 13 | -18 | COc1ccc(C(=O)[C@H]2[C@H]3C(=O)N(c4ccc(C)cc4)C(=O)[C@H]3C3C=CC=NN32)cc1 (some centres not stated)
-2.2 | 7 | -38 | COc1cc(C(=O)Nc2cccc(S(=O)(=O)N3CCCC3)c2)cc(OC)c1C
/ | 3 | -6 | CCCCCC1C(=O)C[C@@H]2CCN3C(=O)CCC[C@H]1[C@H]23 (some centres not stated)
-0.2 | 6 | -8 | CCOC(=O)c1cc2occc2n1CC(=O)N1CCOCC1
-2.6 | -13 | -8 | COc1ccc(S(=O)(=O)N2CCCOC2CNC(=O)C(=O)NCc2cccnc2)cc1 (configuration not stated)
-2.1 | -2 | -10 | CCN(CC)C(=O)COc1ccc(CC(=O)O)cc1OC
0.3 | 96* | 19 | CC1(C)CC(=O)C2=C(C1)N=C1c3ccccc3C(=O)C1C2c1ccc(Cl)cc1 (configuration not stated)
-2.1 | 12 | 9 | Cc1cc(C)cc(OCc2nc3ncc(Br)cc3[nH]2)c1
1.3 | 12 | -11 | NC(=O)COC(=O)C1c2ccccc2Oc2ccccc21

Nothing new here: 13 of the compounds above.
STK33 kinase inh | OX1R antag-1 | OX1R antag-2 | structure
1.7 | 8 | -18 | CN1CCN(c2ncnc3sc(-c4ccccc4)cc23)CC1
-1.3 | 11 | -5 | NC(=O)c1ccc(NC(=O)CCCN2C(=O)c3ccccc3C2=O)cc1
-0.6 | 17 | -24 | O=C1NCC(=O)N(Cc2ccccc2)/C1=C/c1ccccc1
0.2 | 13 | -19 | NNc1nc2ccccc2nc1C(F)(F)F
0.8 | 13 | -17 | O=C(CSc1nc2ccccc2o1)N1c2ccccc2Sc2ccc(C(F)(F)F)cc21
-0.3 | 12 | 10 | COc1ccc(C(=O)Nc2ccc(NC(=O)c3cccc(F)c3)cn2)cc1
-2.6 | 3 | -22 | Cc1ccc(OC(C)C(=O)N(Cc2cccs2)C2CCS(=O)(=O)C2)cc1C (configuration not stated)
-1.1 | 13 | -18 | COc1ccc(C(=O)[C@H]2[C@H]3C(=O)N(c4ccc(C)cc4)C(=O)[C@H]3C3C=CC=NN32)cc1 (some centres not stated)
-2.2 | 7 | -38 | COc1cc(C(=O)Nc2cccc(S(=O)(=O)N3CCCC3)c2)cc(OC)c1C
/ | 3 | -6 | CCCCCC1C(=O)C[C@@H]2CCN3C(=O)CCC[C@H]1[C@H]23 (some centres not stated)
-0.2 | 6 | -8 | CCOC(=O)c1cc2occc2n1CC(=O)N1CCOCC1
-2.6 | -13 | -8 | COc1ccc(S(=O)(=O)N2CCCOC2CNC(=O)C(=O)NCc2cccnc2)cc1 (configuration not stated)
-2.1 | -2 | -10 | CCN(CC)C(=O)COc1ccc(CC(=O)O)cc1OC

Next records.
STK33 kinase inh | OX1R antag-1 | OX1R antag-2 | structure
/ | 8 | -5 | CCN(CC)C(=O)Oc1cc(=O)n2c3c(cccc13)CCC2
-0.4 | 15 | -29 | O=C(Nc1cccc(S(=O)(=O)N2CCCCC2)c1)c1ccccn1
1.3 | 13 | -41 | Cc1cccc(C)c1OCC(O)CN(Cc1ccccc1O)C1CCCCC1 (configuration not stated)
0.2 | 23 | -24 | C=CCOC(=O)C1=C[C@@H](c2csc3ccccc23)C[C@@H](OCc2ccc(CO)cc2)O1
-0.6 | 5 | -9 | O=C(NC1(C(F)(F)F)N=C2SCCN2C1=O)c1ccccc1 (configuration not stated)
-1.8 | 2 | -3 | CC(=O)Nc1ccc(S[C@@H](CCN2CC[C@H](O)CCC2=O)c2ccccc2)cc1
-0.3 | 9 | -15 | COc1ccccc1Oc1coc2cc(OC(=O)N3CCOCC3)ccc2c1=O
-0.2 | 16 | -28 | CCOc1cccc(C2C(C(=O)c3ccc(C)o3)=C(O)C(=O)N2Cc2ccncc2)c1 (configuration not stated)
-0.1 | 20 | -14 | CCc1ccc(NC(=O)CSc2nc(=O)n(CCCN(C)C)c3c2CCC3)cc1
-1.7 | 16 | -15 | CCc1ccc(CNC(=O)C2CCC(=O)N2C2CCCCC2)cc1 (configuration not stated)
1.3 | 18 | -10 | O=C(CCN1CCN(c2ccccc2)CC1)NNC(=S)Nc1ccccc1Cl
0.3 | -2 | 0 | COc1ccc(Cc2nnc(NC(=O)Nc3ccccc3F)s2)cc1
-0.6 | 3 | -27 | COc1ccc(NC(=O)CNC(=O)N2CC(=O)Nc3ccccc32)cc1OC
-0.1 | 17 | -22 | CC(C)C(CCNC(=O)CC(Cc1ccccc1)c1ccco1)c1ccco1 (configuration not stated)
-1.3 | -1 | 0 | CCOCCc1c(O)nc(SCC)[nH]c1=O
-0.7 | 9 | -11 | CC(C)CCOc1ccc(C(CC(N)=O)C(=O)O)cc1 (configuration not stated)
0.4 | 11 | 0 | Cc1nc2ccccc2c(-c2ccccc2)c1CC(=O)O
0.5 | 10 | -32 | CCOc1ccc(CNC(=O)C2CCN(c3nn4c(=O)cc(C)nc4s3)CC2)cc1
-2.6 | 31 | -23 | C/C(=N/NC(=O)CNC(=O)C1COc2ccccc2O1)c1ccc([N+](=O)[O-])cc1 (configuration not stated)
0.6 | 21 | 8 | CCc1cccc2c(C(=O)COC(=O)[C@@H]3CC(O)CN3S(=O)(=O)c3ccccc3[N+](=O)[O-])c[nH]c12 (some centres not stated)
6.7 | 24 | -13 | CN=C1S/C(=C\c2ccc(O)c(OC)c2)C(=O)N1C
